# Bioassay records as filed in PubChem BioAssay.
# ALOX12 inh: Primary qHTS assay for inhibitors of human arachidonate 12S-lipoxygenase (ALOX12): Round 2; Polyunsaturated fatty acid lipoxygenase ALOX12 (Homo sapiens), P18054; purified 12hLO, xylenol orange hydroperoxide absorbance; Potency, µM (top dose mostly 108 µM), for the others: at the highest dose activity change, negative = inhibition, hits mostly inhibitors; actives 1.1% (n = 580,000); AID 1671190, 2021; further: potency means the concentration at half of the fitted maximal effect; on the % scale 0 is the no-effect control and ±100 the full control effect
#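 Purified human 12hLO at 150 nM in 25 mM Hepes, 0.01% Triton X-100, pH 7.0, preincubated 15 min at room temperature with compound. Reaction started with 40 uM arachidonic acid, 30 min at room temperature. Hydroperoxide measured by Fe-xylenol orange, 573/405 nm absorbance ratio.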
# Apoferritin bind: qHTS Assay for Identification of Novel General Anesthetics | apoferritin/1-aminoanthracene competitive binding, fluorescence | Potency, µM (series often up to 77.5 µM), without a hit: at the highest dose activity change, negative = displacement, hits mostly inhibitors | actives 0.074% (n = 350,000) | AID 485281, 2010; further: potency means the concentration at half of the fitted maximal effect; on the % scale 0 is the no-effect control and ±100 the full control effect; nearly all actives have a fitted effect of over 20% in size
# Target sequence (P02791 2-175 limits assumed): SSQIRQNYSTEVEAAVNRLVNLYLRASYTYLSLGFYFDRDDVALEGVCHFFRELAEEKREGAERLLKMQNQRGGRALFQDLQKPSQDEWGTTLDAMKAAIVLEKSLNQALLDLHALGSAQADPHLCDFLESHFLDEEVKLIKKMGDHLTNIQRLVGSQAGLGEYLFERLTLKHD
#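 Concentration-response curves derived by four-parameter Hill fitting of normalized fluorescence, where compounds displaced 1-AMA from 10 uM horse apoferritin following a brief 10 min room-temperature incubation; propofol titration acted as positive control.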
# ERG-DNA inh: qHTS for Small Molecule Inhibitors of the ERG Ets/DNA interaction; Transcriptional regulator ERG (Homo sapiens), P11308; Potency, µM (series often up to 76.9 µM), inactives show top-dose FP activity, negative = inhibition, actives largely listed as inhibitors; actives 0.028% (n = 370,000); fluorescence polarization, His-ERG Ets domain / labelled DNA; active means well fitted inhibition curve with a large enough effect in the polarisation, with a control signal flat; inconclusive means small, poorly fitted or top-dose-only effect, or effect the other way, or a change in a side signal; inactive means no such curve, though single readings can be large or run the other way; the % refers to the polarisation;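 further: polarization taken with two DNA probes labelled with fluorescein and Texas red; potency means the concentration at half of the fitted maximal effect; % of control where 0% means no effect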
# Target sequence (P11308 whole entry, looked up, the tested form may be a part): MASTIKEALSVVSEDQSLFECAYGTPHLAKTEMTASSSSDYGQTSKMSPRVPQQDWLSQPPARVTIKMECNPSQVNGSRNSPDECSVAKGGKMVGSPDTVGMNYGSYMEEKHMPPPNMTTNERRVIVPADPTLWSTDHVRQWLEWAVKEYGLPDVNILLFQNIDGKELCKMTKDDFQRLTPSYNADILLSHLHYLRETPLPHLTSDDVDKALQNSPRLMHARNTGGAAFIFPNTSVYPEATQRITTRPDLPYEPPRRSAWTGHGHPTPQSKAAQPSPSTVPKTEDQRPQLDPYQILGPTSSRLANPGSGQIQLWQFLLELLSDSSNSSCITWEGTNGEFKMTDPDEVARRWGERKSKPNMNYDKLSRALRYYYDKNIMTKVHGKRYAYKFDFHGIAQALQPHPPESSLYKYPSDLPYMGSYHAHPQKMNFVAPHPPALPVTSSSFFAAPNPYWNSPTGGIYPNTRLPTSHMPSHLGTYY
#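 His-tagged ERG Ets domain (1 uM in the protein solution; 300mM KCl, 50mM Tris-HCl, 1mM EDTA, 1mM DTT, pH 7.5) received compound, then a probe mix of 5 nM fluorescein-DNA and 100nM Texas-615-DNA. Fluorescence polarization was read for both dyes.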
# LDHA inh: qHTS assay for inhibitors of human lactate dehydrogenase. AID 1347041, 2019. actives 0.15% (n = 480,000). activity change, % (values are at about 110 or 230 µM). purified LDHA, NADH/diaphorase-resazurin fluorescence; stronger effect = lower value. L-lactate dehydrogenase A chain (Homo sapiens), P00338; in the data active means activity change below about -30%; inconclusive means mostly about -25% to -30%;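 further: plate controls were DMSO wells for no effect and wells without enzyme for full effect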
#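 LDH5 2 nM; NADH 0.06 mM, pyruvate 0.2 mM; 200 mM Tris pH 7.4, EDTA, Tween-20; 5 min RT. Detection: diaphorase 0.133 mg/mL + resazurin 37 µM, fluorescence ex540/em590 at 0 and 20 min; normalized to enzyme-free and DMSO wells.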
# Pol eta inh: qHTS for Inhibitors of Polymerase Eta | actives 1.2% (n = 390,000) | DNA polymerase eta (Homo sapiens), Q9Y253 | recombinant Pol eta, fluorescent DNA replication assay | Potency, µM (doses to about 114 µM), for inactives: top-dose activity change, negative = inhibition, most hits filed as inhibitors; further: potency means the concentration at half of the fitted maximal effect; on the % scale 0 is the no-effect control and ±100 the full control effect
#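 Pol eta (10 nM) was preincubated with compounds for 15 min at room temperature, after which fluorescent replication substrate (50 nM final) was added to start the reaction. Fluorescence was read kinetically at 0 and 10 min.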
# Pol beta inh: qHTS Assay for Inhibitors of DNA Polymerase Beta; P06746; Pol beta primer extension/strand displacement, fluorescence kinetic; Potency, µM (doses to about 114 µM), for inactives: at the highest dose activity change, negative = inhibition, most hits filed as inhibitors; actives 1.3% (n = 340,000); further: potency means the concentration at half of the fitted maximal effect; on the % scale 0 is the no-effect control and ±100 the full control effect
#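 Curves were derived by four-parameter Hill fits of normalized qHTS data. The kinetic fluorescent primer-extension read was taken at 0 and 10 min after 50 nM substrate, following a 15 min room-temperature preincubation of 10 nM enzyme with compounds.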
# POLK inh: qHTS for Inhibitors of Polymerase Kappa; DNA polymerase kappa (Homo sapiens), Q9UBT6; purified Pol kappa, fluorescent DNA synthesis assay, 10 min; Potency, µM (highest dose often 107 µM), for the others: top-dose activity, negative = inhibition, usual class: inhibitors; actives 0.53% (n = 400,000); AID 588579, 2011; further: potency means the concentration at half of the fitted maximal effect; on the % scale 0 is the no-effect control and ±100 the full control effect
#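 Pol kappa 10 nM + cpd, 15 min RT; start w/ substrate 50 nM final; fluorescence kinetic read, 0 and 10 min. Neg ctrl: buffer, no enzyme.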
# APE1 inh: qHTS Assay for Inhibitors of the Human Apurinic/apyrimidinic Endonuclease 1 (APE1). actives 0.35% (n = 350,000). recombinant APE1, TAMRA/BHQ-2 abasic DNA cleavage fluorescence. Potency, µM (titrated, usually from 65.8 µM), for inactives: at the highest dose activity change, negative = inhibition, usual class: inhibitors;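 further: potency means the concentration at half of the fitted maximal effect; plate controls were vehicle for no effect and reference inhibitor for full effect; nearly all actives have a fitted effect of over 55% in size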
# Target sequence (P27695 whole entry, looked up): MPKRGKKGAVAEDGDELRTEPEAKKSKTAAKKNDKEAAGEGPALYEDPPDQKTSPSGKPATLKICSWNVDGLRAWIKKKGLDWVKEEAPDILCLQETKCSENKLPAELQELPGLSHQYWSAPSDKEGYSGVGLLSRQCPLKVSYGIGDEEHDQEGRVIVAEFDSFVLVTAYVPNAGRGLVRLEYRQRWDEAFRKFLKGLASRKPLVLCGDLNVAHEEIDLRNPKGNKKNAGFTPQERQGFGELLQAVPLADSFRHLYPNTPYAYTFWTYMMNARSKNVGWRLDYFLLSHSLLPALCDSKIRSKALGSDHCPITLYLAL
#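 Readout is kinetic fluorescence (ex 525, em 598 nm) from cleavage of 50 nM TAMRA/BHQ-2 THF abasic duplex by 0.75 nM APE1, compound added 15 min beforehand at RT.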
# RGS4 inh: Inhibitors of Regulator of G Protein Signaling (RGS) 4: qHTS. Regulator of G-protein signaling 4 (Homo sapiens), P49798. Transcreener GDP fluorescence polarization, RGS4-accelerated GTP hydrolysis. Potency, µM (doses to about 114 µM), without a hit: top-dose activity change, negative = inhibition, hits mostly inhibitors. actives 0.039% (n = 390,000). AID 504845, 2011; further: potency means the concentration at half of the fitted maximal effect; on the % scale 0 is the no-effect control and ±100 the full control effect; nearly all actives have a fitted effect of over 75% in size; some results filed as inactive show a strong effect at the top dose
#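 MLSMR compounds (23 nl, pin-transferred) preincubated 10 min at room temperature with a 500nM (2x) first reagent, then RGS4 at 900nM (2x) plus Transcreener GDP mix added; fluorescence polarization (620/688 nm) read before and after 90 min at 30 °C.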
# * marks the source's active call; other numbers are inactive results; i = inactive; ? = inconclusive; · = no result given; [ ] = remark or other dose. Unless noted, the call rests on the fitted dose curve; in most records, active means well fitted curve in the direction sought with a large enough effect; inconclusive means small, poorly fitted or top-dose-only effect, or another doubt; inactive means no such curve, though single readings can be large; an effect the other way counts as inactive or inconclusive. Only part of the results is shown; the hit share may differ from the screen's.
structure	ALOX12 inh	Apoferritin bind	ERG-DNA inh	LDHA inh	Pol eta inh	Pol beta inh	POLK inh	APE1 inh	RGS4 inh
Cc1ccc(C(=O)C2=C(O)C(=O)N(Cc3cccnc3)C2c2cccc(Oc3ccccc3)c2)o1 (centres undefined)	335%[activator]	·	-2%	-6	-17%	·	-10%	·	-6%
CCn1cc(CN2CCC(n3nccc3NC(=O)CCOc3ccccc3)CC2)c(C)n1	-22%	-10%	-9%	-11	-8%	3%	3%	39%[activator]	-4%
CCn1c(-c2cccn(Cc3ccc(Cl)cc3Cl)c2=O)n[nH]c1=S	-3%	-13%	-1%	-10	-15%	2%	-2%	1%	-34%
COc1ccc(-c2nc(CSCC(=O)NCC3CCCO3)c(C)o2)cc1OC (centres undefined)	0%	-10%	-8%	-1	-12%	23%	-11%	1%	-18%
Cc1cccc(N2CC(C(=O)Nc3nnc(SCC(=O)N4CCOCC4)s3)CC2=O)c1 (centres undefined)	i	-15%	15%	2	45µM*	28µM*	-27%	15%	-22%
CCN(CC(=O)Nc1ccc(NC(C)=O)cc1)C(=O)/C=C/c1ccc([N+](=O)[O-])cc1	-22%	·	-3%	0	-23%	·	-8%	-11%	13%
O=C(Cc1cccc(NC(=O)C2CCN(C(=O)C3CC3)CC2)c1)Nc1cccc(C(=O)N2CCCC2)c1	6%	·	5%	-4	-11%	·	2%	12%	11%
Cc1ccc(-c2csc(NC(=O)COc3ccc(N(C)S(=O)(=O)c4ccc(C)cc4)cc3)n2)cc1	-6%	-7%	2%	0	-19%	6%	-6%	15%	-40%
Cc1nc2ncnn2c(C)c1CCC(=O)NC(C)CCc1ccco1 (centres undefined)	0%	-11%	9%	0	8%	39%	-11%	-1%	-5%
CCN(C(=O)c1oc2ccc(S(=O)(=O)N3CCCCCC3)cc2c1C)c1ccccc1	-29%	25%	5%	1	-20%	4%	-7%[60.1 µM]	·	1%
CC(=O)Nc1ccc(NC(=O)c2c(C)nn(-c3ccccc3)c2-n2cccc2)cc1	-26%	-10%	-2%	-5	-10%	1%	-22%	·	-30%
O=C(CCCNC(=O)c1ccc(Cl)cc1)NCc1ccccc1Cl	·	-7%	3%	-4	-10%	-24%	3%	7%	6%
COc1cccc(NC(=S)N2CCN(Cc3ccccc3)CC2)c1	-16%	-5%	1%	-11	-14%	-23%	-8%	0%	-36%
COc1ccc(NC(=O)CSc2nc3ccccc3c3nc4ccccc4n23)cc1	0%	-2%	-14%	-3	-13%	8%	-1%	1%	-14%
CCn1cc(C(=O)NCC(=O)NCCCN2CCOCC2)c(=O)c2cc3c(cc21)OCO3	-10%	-10%	-2%	0	-11%	8%	3%	19%	-15%
O=C(CSc1nnc(-c2ccncc2)o1)Nc1cccc(Cl)c1	14%	·	6%	-13	-5%	·	-17%	-3%	-21%
Cc1oc2ncnc(N3CCCCC3)c2c1C(=O)Nc1cccc(Cl)c1C	1%	-3%	-3%	1	-3%	-13%	-10%	·	-1%
Cc1cc(C)nc(NC(=O)c2ccc(OC(C)C)cc2)n1	0%	-6%	-3%	0	-1%	-1%	-11%	3%	-12%
Cc1ccc(S(=O)(=O)CCC(=O)NCCC2=CCCCC2)cc1	2%	·	2%	-9	-11%	·	-1%	9%	13%
CCOC(=O)C1=C(C)N(C)C(=S)NC1c1c(OCC)ccc2ccccc12 (centres undefined)	i	-11%	-2%	6	-6%	8%	-5%	3%	34%
COc1ccccc1CNC(=O)Cn1nc(C(F)(F)F)cc1C	-3%	·	1%	-9	-2%	·	-11%	19%	30%
Cc1ccccc1N1CC(C(=O)Nc2nnc(SCc3ccccn3)s2)CC1=O (centres undefined)	432%[activator]	-15%	-1%	-2	50µM*	79µM*	-27%	7%	-24%
Cc1sc2ncnc(SC(C)C#N)c2c1C (centres undefined)	5%	-19%	·	-1	10%	-10%	-3%	3%	4%
COc1ccc(NC(=O)c2cc3n(n2)C(C(F)(F)F)CC(c2ccco2)N3)cc1 (centres undefined)	-3%	-16%	0%	-5	-19%	5%	-26%	0%	-11%
N#CCCN(C(=O)Nc1ccc(Cl)cc1)c1ccccc1	-12%	12%	10%	-2	-20%	1%	-8%	-6%	24%
COc1cc(NC(=O)CCCn2c(=O)oc3ccccc32)cc(OC)c1	?	·	0%	-4	-7%	·	-3%	8%	-8%
COc1cccc(-c2cc(C(F)(F)F)n3nc(C(=O)Nc4c(C)n(C)n(-c5ccccc5)c4=O)cc3n2)c1	-16%	?	0%	-8	-13%	11%	-13%	1%	-13%
Cc1nn(Cc2ccccc2)c(C)c1CNC(=O)[C@H](C)N=C1NS(=O)(=O)c2ccccc21	?	·	-6%	0	-4%	·	8%	9%	-8%
CCOC(=O)c1ccc(NC(=O)c2nc[nH]c2C(=O)N[C@@H](CCCCNC(=O)OC(C)(C)C)C(=O)OC(C)(C)C)cc1	18%	?	-9%	0	-24%	-28%	-20%	0%	10%
O=[N+]([O-])c1cccc(COc2ccccc2CN2CCCCC2)c1	2%	·	-4%	-3	-18%	·	-11%	·	21%
CN(C)CCCN(C(=O)c1ccc2c(c1)CCCC2)c1nc2ccc(Cl)cc2s1	?	-10%	·	2	-9%	-23%	1%	0%	-11%
CCCCCCSc1nc2c(c(=O)[nH]c(=O)n2C)n1C	14%[57.4 µM]	-1%	0%	-2	-10%	22%	7%	-3%	-17%
COc1ccc(S(=O)(=O)Nc2ccccc2C(F)(F)F)cc1	2%	-7%	-8%	1	-9%	13%	-12%	-3%	-11%
COc1cc(Nc2ccc(S(=O)(=O)N3CCN(C)CC3)cc2[N+](=O)[O-])cc(OC)c1	?	·	-4%	-1	-12%	·	-6%	12%	-35%
Cc1ccc(C)c(N2CCN(C(=O)CN3C(=O)COc4ccc(S(=O)(=O)N5CCOCC5)cc43)CC2)c1	-5%	?	6%	-3	0%	-1%	0%	·	26%
C=CCc1ccccc1OCC(O)CN1CCN(c2ccc(OC)cc2)CC1 (centres undefined)	0%	-16%	-5%	6	-18%	1%	-4%	-3%	-16%

# In a second layout: entries from further up
# Order of results – ALOX12 inh, Apoferritin bind, ERG-DNA inh, LDHA inh, Pol eta inh, Pol beta inh, POLK inh, APE1 inh, RGS4 inh
- COc1cc(Nc2ccc(S(=O)(=O)N3CCN(C)CC3)cc2[N+](=O)[O-])cc(OC)c1
→ ?, ·, -4%, -1, -12%, ·, -6%, 12%, -35%
- Cc1ccc(C)c(N2CCN(C(=O)CN3C(=O)COc4ccc(S(=O)(=O)N5CCOCC5)cc43)CC2)c1
→ -5%, ?, 6%, -3, 0%, -1%, 0%, ·, 26%

# (further entries)
structure	ALOX12 inh	Apoferritin bind	ERG-DNA inh	LDHA inh	Pol eta inh	Pol beta inh	POLK inh	APE1 inh	RGS4 inh
O=C(NCc1ccc2c(c1)OCO2)C1CCC(CNS(=O)(=O)c2cccc3nsnc23)CC1 (centres undefined)	1%	-1%	6%	-6	-24%	36%	-11%	-5%	-2%
COc1cc(CC(NC(C)=O)C(=O)NC2CCN(c3nc(OC)nc(OC)n3)CC2)cc(OC)c1 (centres undefined)	-6%	5%	21%	-2	-3%	57%	-10%	24%	-12%
CCOC(=O)C1CCN(c2c(NCCCN3CCN(Cc4ccccc4)CC3)c(=O)c2=O)CC1	-9%	-5%	-5%	-4	7%	-14%	-4%	-1%	6%
Cc1ccc2c(c1)C(N1CCN(C)CC1)=Nc1cccnc1N2	·	·	·	·	-6%[57.1 µM]	16%[57.1 µM]	-16%[60.1 µM]	3%	?
CC(C)N(C(C)C)S(=O)(=O)c1ccc(NN)nc1	5%	-1%	8%	5	-12%	13%	10%	3%	4%
Cc1cccc(C)c1NC(=S)NC(C)CCc1ccccc1 (centres undefined)	40µM*	1%	-6%	-2	-8%	2%	-18%	5%	8%
CCOC(=O)c1ccc(NC(=O)c2c(NCc3cccc(OC)c3OC)sc3c2CCC3)cc1	-20%	-17%	0%	2	-6%	0%	-7%[60.1 µM]	·	-35%
O=C1COc2ccc(C(=O)COC(=O)CCSc3ccc(Cl)cc3)cc2N1	-1%	-22%	4%	-9	-5%	42%	-12%	-6%	-2%
CC1=Nn2c(nnc2-c2n[nH]c3c2CCC3)SC1	0%	-5%	-16%	-2	8%	11%	1%	4%	20%
COc1ccc(CCNC(=O)c2ccc(N3CCCCS3(=O)=O)cc2)cc1OC	8%	0%	9%	-4	2%	?	-35%	-7%	41%
CCC1Sc2ccc(S(=O)(=O)CCC(=O)Nc3cc(C)ccn3)cc2NC1=O (centres undefined)	-25%	-3%	2%	-3	-9%	-11%	-19%	-5%	-6%
O=C1CC2(CCCCCC2)Oc2ccc(Cl)cc21	1%	·	-3%	-3	-28%	·	2%	·	10%
